FUS suppressor: rescues growth of FUS-expressing yeast. S. cerevisiae FUS-expressing, growth rescue, OD600, 24 h. Potency, µM (doses to about 76.6 µM), inactives show top-dose growth rescue (activation), usual class: activators. 390,000 tested, 0.24% active. AID 1347120;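 further: potency means the concentration at half of the fitted maximal effect; plate controls were DMSO vehicle for no effect and reference control for full effect; nearly all actives have a fitted effect of over 55% in size; some results filed as inactive show a strong effect at the top dose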
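FUS-expressing yeast, raffinose-pregrown, induced in 2% galactose minimal medium at OD 0.005; compounds in a dilution series, 24hr at 30C. Growth restoration read as absorbance at 600 nm. CP55940 positive control, DMSO negative.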
TDP-43 yeast inh: TDP-43 toxicity inhibition in yeast | TDP-43 expressing yeast growth rescue, BacTiter-Glo, 24 h | Potency, µM (series often up to 46.1 µM), without a hit: at the highest dose growth rescue (activation), actives largely listed as activators | 410,000 tested, 1.8% active | AID 652104; further: potency means the concentration at half of the fitted maximal effect; % of control where 0% means no effect; nearly all actives have a fitted effect of over 50% in size
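Growth rescue of TDP-43-toxic yeast measured as ATP luminescence (BacTiter-Glo). Cells grown to mid-log in raffinose, induced in galactose at OD600=0.02, exposed to compound 24 hr at 30 deg C.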
EPAC2 agonist: activates human EPAC2 exchange factor | Q8WZA2 | EPAC2 activation, biochemical qHTS; response scale: 100% = 6.5 mM cAMP response | Potency, µM (highest dose often 154 µM), without a hit: at the highest dose activation, usual class: activators | 360,000 tested, 0.079% active; further: potency means the concentration at half of the fitted maximal effect; nearly all actives have a fitted effect of over 50% in size
Target sequence (Q8WZA2 whole entry, looked up): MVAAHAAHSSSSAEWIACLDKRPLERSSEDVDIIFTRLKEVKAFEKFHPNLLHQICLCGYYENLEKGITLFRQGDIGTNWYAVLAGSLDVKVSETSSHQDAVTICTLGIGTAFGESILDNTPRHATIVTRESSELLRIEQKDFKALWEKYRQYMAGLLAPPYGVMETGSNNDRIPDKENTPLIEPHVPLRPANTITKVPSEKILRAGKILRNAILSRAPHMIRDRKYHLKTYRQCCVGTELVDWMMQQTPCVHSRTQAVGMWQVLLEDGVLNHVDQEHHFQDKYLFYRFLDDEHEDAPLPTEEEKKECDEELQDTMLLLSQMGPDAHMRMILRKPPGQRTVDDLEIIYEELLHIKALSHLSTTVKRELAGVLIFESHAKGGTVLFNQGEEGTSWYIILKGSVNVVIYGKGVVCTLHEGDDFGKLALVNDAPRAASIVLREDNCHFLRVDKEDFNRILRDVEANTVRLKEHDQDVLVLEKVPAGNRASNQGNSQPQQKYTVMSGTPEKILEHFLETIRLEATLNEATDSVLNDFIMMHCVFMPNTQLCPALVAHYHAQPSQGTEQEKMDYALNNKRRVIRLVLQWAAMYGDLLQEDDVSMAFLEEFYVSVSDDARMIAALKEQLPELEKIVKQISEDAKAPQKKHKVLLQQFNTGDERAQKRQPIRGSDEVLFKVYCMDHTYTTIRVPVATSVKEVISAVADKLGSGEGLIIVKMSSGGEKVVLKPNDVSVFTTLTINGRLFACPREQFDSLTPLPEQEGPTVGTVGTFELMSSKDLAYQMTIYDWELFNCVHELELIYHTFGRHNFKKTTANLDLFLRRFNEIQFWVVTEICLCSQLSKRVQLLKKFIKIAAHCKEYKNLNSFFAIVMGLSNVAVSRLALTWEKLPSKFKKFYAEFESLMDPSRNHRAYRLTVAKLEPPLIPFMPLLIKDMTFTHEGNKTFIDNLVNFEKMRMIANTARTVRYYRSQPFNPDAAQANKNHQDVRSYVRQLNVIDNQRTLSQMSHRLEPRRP
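Exchange assay: 100 nM EPAC2 with 250 nM Rap1B-BODIPY-GDP and 50 uM GDP. Fluorescence (ex 480/em 540 nm) read every 5 min for 30 min at room temperature. Data normalized to 6.5 mM cAMP as agonist control.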
DRD3 agonist: activates the human D3 dopamine receptor | D3R DiscoveRx beta-arrestin cells, luminescence, 90 min | P35462 | max activation, % | AID 652048 | 410,000 tested, 0.58% active; in the data active means max activation above about 30%; further: 0% is about no effect; mostly tested at two doses, the higher about 12 µM
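Cells at 1500/well, incubated overnight, then treated with pinned compounds (dopamine as control) for 90 min at 37 degrees C. DiscoveRx reagent added for 30 - 60 minutes at room temperature; luminescence read.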
D3 antag: antagonists of human D3 dopamine receptor; P35462; D3R cells, DiscoveRx beta-arrestin luminescence, antagonist mode; active compounds read low; max response, negative = inhibition, %; 360,000 tested, 2.5% active; AID 652054; in the data active means max response below about -50%; inconclusive means no clear call, values can overlap the other calls; further: on the % scale 0 is the no-effect control and ±100 the full control effect; mostly tested at two doses, the higher about 12 µM
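Cells expressing the human receptor were seeded at 1500 cells/well, incubated overnight at 37 degrees C in 5% CO2, then exposed to library compounds with dopamine controls for 90 minutes at 37 degrees C before luminescent detection.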
Abeta rescue: A-beta toxicity reversal in yeast | Potency, µM (highest dose often 46.1 µM), for the others: at the highest dose growth rescue, usual class: activators | yeast expressing A-beta42, growth rescue, OD600, 48 h; response scale: 0% DMSO, 100% iron-clioquinol control | 410,000 tested, 0.063% active; further: potency means the concentration at half of the fitted maximal effect; nearly all actives have a fitted effect of over 55% in size
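Growth rescue measured by 600 nm absorbance after 48 h yeast culture at 30 C with compound. Values normalized between DMSO and an equimolar ferric chloride plus clioquinol control.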
aSyn rescue: inhibitors of alpha-synuclein toxicity in yeast; Yeast expressing alpha-synuclein, growth rescue, BacTiter-Glo, 24 h; 370,000 tested, 0.14% active; Potency, µM (highest dose often 46.1 µM), for inactives: at the top dose growth rescue (activation), hits mostly activators; AID 652106; further: potency means the concentration at half of the fitted maximal effect; % of control where 0% means no effect; nearly all actives have a fitted effect of over 65% in size
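Screening used galactose-induced yeast with toxic alpha-synuclein levels, exposed to compound for 24 hr at 30 deg C. Cell growth, read with BacTiter-Glo luminescence, gave the measured signal.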
EPAC2 antag: antagonists of human EPAC2. Q8WZA2. EPAC2 GEF exchange of Rap1B-BODIPY-GDP, fluorescence. Potency, µM (top dose mostly 114 µM), without a hit: top-dose activity, negative = inhibition, actives largely listed as inhibitors. 360,000 tested, 0.18% active. AID 720708; further: potency means the concentration at half of the fitted maximal effect; on the % scale 0 is the no-effect control and ±100 the full control effect; nearly all actives have a fitted effect of over 45% in size; many of its hits are not listed in these tables
* = called active by the depositor; ? = inconclusive; · = not tested or not shown; & = joins results of further samples; [ ] = another dose, or the depositor's remark. Unless noted, the call rests on the fitted dose curve; in most records, active means well fitted curve in the direction sought with a large enough effect; inconclusive means small, poorly fitted or top-dose-only effect, or another doubt; inactive means no such curve, though single readings can be large; an effect the other way counts as inactive or inconclusive. Only part of the results is shown. The share of hits here may be higher or lower than overall.

1: Cc1ccc(NC(=O)N(CCCN2CCOCC2)Cc2cc3cc4c(cc3[nH]c2=O)OCO4)cc1
2: CCc1cc(C(=O)c2ccc(OC)cc2)c(NC(=O)COCC(=O)O)s1
3: O=C(CSc1cn(CC(=O)N2CCOCC2)c2ccccc12)Nc1ccccc1F
4: N#Cc1ccc(OCC(=O)OCC(=O)c2ccc[nH]2)cc1
5: O=C(/C=C/c1cccc([N+](=O)[O-])c1)N1CC[C@@]2(O)CCCC[C@H]2C1
6: Cc1c(C(=O)N2CCN(c3ccccc3)CC2)sc2ncnc(N3CCN(c4ccccn4)CC3)c12

compound no.	1	2	3	4	5	6
FUS suppressor	15%	0%	24%	13%	8%	-7%
TDP-43 yeast inh	-10%	-1%	22%	13%	0%	6%
EPAC2 agonist	6%	2%	·	-3%	-5%	9%
DRD3 agonist	-12	-1	13	1	-2	8
D3 antag	-10	-2	·	20	10	19
Abeta rescue	-14%	-13%	11%	11%	-1%	6%
aSyn rescue	0%	-5%	·	2%	2%	2%
EPAC2 antag	-4%	22%	·	-7%	13%	-6%

7: CCN(CC)c1ccc(/C=N/Nc2cccc(C)c2)c(O)c1
8: O=C(Nc1nccs1)c1ccc(COc2c(F)c(F)cc(F)c2F)o1
9: COc1cc(-c2nnc(CSc3nnc(Nc4ccc(C(C)C)cc4)s3)o2)cc(OC)c1OC
10: CCN(CC)CCSc1nc(O)c(Cc2ccccc2)c(=O)n1-c1ccccc1
11: O=C1CCC(C(=O)N(CCO)Cc2ccccc2)CN1CCc1cccc(F)c1 (stereo not given)
12: Cc1ccc(C)c(NC(=O)CN(C)C(=O)c2cccc(S(=O)(=O)N3CCN(Cc4ccccc4)CC3)c2)c1

compound no.	7	8	9	10	11	12
FUS suppressor	·	-17%	24%	14%	-2%	11%
TDP-43 yeast inh	-4%	25%	?	-15%	5%	7%
EPAC2 agonist	8%	-6%	-9%	-2%	4%	5%
DRD3 agonist	2	1	17	-5	2	-11
D3 antag	9	25	29	-2	-5	-2
Abeta rescue	34%	-12%	-9%	4%	-8%	16%
aSyn rescue	5%	-10%	3%	-2%	-6%	1%
EPAC2 antag	-9%	-12%	?	8%	24%	?

13: O=C(O)/C=C/C(=O)NCCC(c1ccccc1)c1ccccc1
14: Cc1nc2nc(SCC(=O)NC3CCC(C)CC3)nn2c(C)c1Cc1ccccc1Cl (stereo not given)
15: O=C(O)CN1C(=O)C2C3CCC(C3)C2C1=O (stereo not given)
16: CCOC(=O)Cc1nnc(NC(=O)CSc2nnc3c(n2)[nH]c2ccccc23)s1
17: COc1ccc(C)cc1N(CC(=O)N/N=C/c1ccccc1C(=O)O)S(=O)(=O)c1ccccc1
18: CCCCN(CCCC)CCNC(=O)CN1C(=O)COc2ccc(S(=O)(=O)N3CCOCC3)cc21

compound no.	13	14	15	16	17	18
FUS suppressor	8%	?	-6%	36%	8%	5%
TDP-43 yeast inh	-10%	?	-1%	-3%	-13%	-15%
EPAC2 agonist	-3%	·	0%	-6%	8%	6%
DRD3 agonist	-4	-13	-1	-3	-2	-3
D3 antag	-8	·	37	1	-16	-10
Abeta rescue	2%	-17%	-19%	-7%	-1%	1%
aSyn rescue	-4%	·	-8%	1%	-7%	-2%
EPAC2 antag	-7%	·	11%	5%	24%	-9%

19: Cc1cc(C)c(NC(=O)CCN2CCN(Cc3ccccc3)CC2)c(C)c1
20: CCOC(=O)Oc1c(OC)cc(C(=O)O[C@@H]2C[C@@H]3CN4CCc5c([nH]c6cc(OC)ccc56)[C@H]4C[C@@H]3[C@H](C(=O)OC)[C@H]2OC)cc1OC
21: O=C(COc1cccc(Cl)c1)NCc1ccccc1
22: CCc1ccc(C(O)(C(C)C)C(CN2CCOCC2)c2ccccc2)cc1 (stereo not given)
23: Nc1nonc1-n1nnc(C(=O)N/N=C/c2cccc(Cl)c2)c1CSc1ccc(Cl)cc1
24: Cc1ccc2c(c1)N(CCC(=O)NCc1cccs1)C(=O)C(C)O2 (stereo not given)

compound no.	19	20	21	22	23	24
FUS suppressor	7%	?	-1%	1%	-24%	-20%
TDP-43 yeast inh	-8%	24%	?	3%	8%	5%
EPAC2 agonist	-4%	-11%	-2%	12%	5%	1%
DRD3 agonist	-6	28&7	-4	4	3	-13
D3 antag	-9	173	18	2	11	?
Abeta rescue	0%	-5%	-12%	11%	-2%	7%
aSyn rescue	0%	3%	4%	4%	-15%	7%
EPAC2 antag	0%	-4%	-1%	?	-7%	2%

25: Cc1c(Cl)cccc1NC(=S)N(Cc1ccccc1)Cc1cccnc1
26: Cc1ccc(N(C)S(=O)(=O)c2cccc(C(=O)N3CCN(Cc4ccccc4)CC3)c2)cc1
27: CC(C)C(=O)Nc1nnc(SCC(=O)NCC2CCCO2)s1 (stereo not given)
28: COCCNC(=O)C(c1ccc(C)o1)N(CCOC)C(=O)Cn1nnc2ccccc21 (stereo not given)
29: CN1CCC(N(C)C(=O)c2cccc(S(=O)(=O)N3CCc4ccccc43)c2)CC1
30: CCn1cc(S(=O)(=O)c2ccccc2)c(=O)c2cc(F)c(N3CCN(c4ccccc4)CC3)cc21

compound no.	25	26	27	28	29	30
FUS suppressor	9%	10%	8%	12%	19%	-27%
TDP-43 yeast inh	-6%	17%	8%	18%	-11%	15%
EPAC2 agonist	7%	6%	4%	3%	-10%	·
DRD3 agonist	-15	0	1	2	-18	1
D3 antag	-13	-9	6	3	-14	·
Abeta rescue	11%	1%	-4%	-8%	-5%	-5%
aSyn rescue	?	-7%	0%	-1%	-1%	·
EPAC2 antag	-3%	-13%	3%	-1%	5%	·

31: COc1ccc(C2CC(=O)C(C=NCCN3CCOCC3)=C(O)C2)cc1 (stereo not given)
32: Cc1ccc(F)cc1NC(=O)C1CC(=O)N(CCc2ccccc2)C1 (stereo not given)
33: Cc1cccc(/C=N/N2CCN(c3ccccc3)CC2)c1
34: Cc1nn2c(-c3cccc(NC(=O)c4ccc(Cl)cc4)c3)nnc2c2ccccc12
35: COc1ccc(OCC(=O)OCC(=O)NC2CC2)cc1
36: O=C1CC(C(=O)O)C2(CCCC2)O1 (stereo not given)

compound no.	31	32	33	34	35	36
FUS suppressor	3%	-32%	·	10%	-6%	-5%
TDP-43 yeast inh	-1%	-2%	-5%	16%	-3%	-14%
EPAC2 agonist	3%	17%	11%	·	7%	-1%
DRD3 agonist	3	-15	-4	-10	-16	4
D3 antag	0	-16	20	·	6	19
Abeta rescue	1%	-5%	0%	-7%	-13%	8%
aSyn rescue	22%	-6%	6%	·	0%[1.84 µM]	6%
EPAC2 antag	0%	2%	0%	·	9%	6%

Continued, starting with the last 4 of the part before.
33: Cc1cccc(/C=N/N2CCN(c3ccccc3)CC2)c1
34: Cc1nn2c(-c3cccc(NC(=O)c4ccc(Cl)cc4)c3)nnc2c2ccccc12
35: COc1ccc(OCC(=O)OCC(=O)NC2CC2)cc1
36: O=C1CC(C(=O)O)C2(CCCC2)O1 (stereo not given)
37: CCOc1cc(C(=O)OCC(=O)Nc2cccc(S(=O)(=O)NC3=NCCCCC3)c2)cc(OCC)c1OCC
38: COc1cc(/C=N/NC(=O)Cn2cnc3c2c(=O)n(C)c(=O)n3C)ccc1O
39: O=C(CNC(=O)COc1ccccc1)NCCc1ccccn1
40: CCn1cc(-c2cc(C(=O)O)c3ccccc3n2)cn1
41: CCc1nc2ccccc2c(=O)n1NC(=O)c1c(O)c2cccc3c2n(c1=O)CCC3
42: NC(=O)COC(=O)c1c2c(nc3ccccc13)CCC2

compound no.	33	34	35	36	37	38	39	40	41	42
FUS suppressor	·	10%	-6%	-5%	·	-15%	-11%	24%	-9%	-10%
TDP-43 yeast inh	-5%	16%	-3%	-14%	18%	2%	15%[9.22 µM]	-44%[inhibitor]	7%	15%
EPAC2 agonist	11%	·	7%	-1%	11%	4%	11%	-5%	3%	10%
DRD3 agonist	-4	-10	-16	4	-6	2	3	-3	4	3
D3 antag	20	·	6	19	5	3	9	6	13	5
Abeta rescue	0%	-7%	-13%	8%	2%	10%	-5%	-16%	-26%	?
aSyn rescue	6%	·	0%[1.84 µM]	6%	-3%	-3%	0%	-28%	-1%	0%
EPAC2 antag	0%	·	9%	6%	-16%	8%	8%	9%	7%	-5%

43: NC(=O)c1ccc(N=Cc2ccc([N+](=O)[O-])s2)cc1
44: COc1ccc(N2CCN(C(=O)c3c(C)nn(-c4ccccc4)c3C)CC2)cc1
45: CCOC(=O)c1ccccc1NC(=O)c1cc2c(=O)oc3ccc(C)cc3c2s1
46: CC1CCN(CC(O)CN2c3ccccc3Sc3ccccc32)CC1 (stereo not given)
47: O=C(NC(=S)Nc1ncc(Br)cc1Br)c1cncc(Br)c1
48: CC(C)c1nn2c(=O)cc(CSc3ccccc3NC(=O)c3ccccc3F)nc2s1

compound no.	43	44	45	46	47	48
FUS suppressor	-3%	·	-7%	-9%	29%	14%
TDP-43 yeast inh	-93%[inhibitor]	15%	-14%	8%	1%	4%
EPAC2 agonist	9%	-4%	·	3%	4%	-4%
DRD3 agonist	-2	10	3	1	-11	-1
D3 antag	0	36	·	-103*	?	-7
Abeta rescue	-94%[inhibitor]	4%	-3%	2%	-22%	-8%
aSyn rescue	-71%[inhibitor]	5%	·	7%	-7%	-1%
EPAC2 antag	-14%	6%	·	1%	13%	-11%

49: COc1cccc2c1cc1c(=O)n(CC(=O)NC3CCCCC3)nc(C)n12
50: Cc1cccc(CN2CCN(C3CN(Cc4cn(Cc5ccc(Cl)cc5)nn4)S(=O)(=O)C3)CC2)c1 (stereo not given)
51: C/C(=N\Nc1nnc(-c2ccccc2)c(-c2ccccc2)n1)c1cccc([N+](=O)[O-])c1
52: Cc1cccc(CNC(=O)CN2C(=O)CCn3nc(-c4cn(C)c5ccccc45)cc32)c1
53: CCn1c(=O)cc(OCC(=O)N2CCCCCC2)c2ccccc21

compound no.	49	50	51	52	53
FUS suppressor	0%&-6%	-10%	8%	?	11%
TDP-43 yeast inh	-10%&21%	15%	-27%	-3%	-6%
EPAC2 agonist	16%	8%	-2%	·	7%
DRD3 agonist	4&4	-4	2	-19	0
D3 antag	-19	-21	9	·	-1
Abeta rescue	-5%	-2%	7%	-7%	9%
aSyn rescue	-15%	-5%	0%	·	·
EPAC2 antag	5%	6%	3%	·	5%

Assay outcomes: PubChem BioAssay, National Center for Advancing Translational Sciences (NCATS)
